Source: PubChem
DSG3 Ab inh = inhibitors of pemphigus antibody binding to DSG3, primary screen, biochemical, bead-based, flow cytometry, scFv-GFP. Desmoglein-3 (Homo sapiens), P32926. binding (percent of control), % at 10 µM. DSG3-coupled beads, scFv-anti-DSG3-GFP binding; hits give low values. 0.48% of 310,000 active;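 active = binding more than 3 SD below its plate's average and above zero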;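 also: hits lower antibody fragment binding to DSG3; some compounds called inactive have numbers as strong as hits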
C-LANA FP = inhibitors of KSHV C-LANA binding to DNA, primary screen, biochemical, fluorescence polarization, FAM-LBS DNA, MBP-C-LANA, single point. Kaposi's sarcoma herpesvirus LANA C-terminal domain (residues 932-1162) DNA binding. inhibition, % at 9 µM. 0.078% of 340,000 active;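 active = highest replicate inhibition at or above 60% at 9 µM, even if other replicates fall short; inactive = all replicates below 60% inhibition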;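 also: 0% = neutral control wells and 100% = 4 µM acridine orange control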
V-ATPase pH = regulators of yeast V-ATPase proton pumping, primary screen, pHLuorin cytosolic pH fluorescence; response, % at 10 µM; S. cerevisiae; 0.37% of 350,000 active; AID 504577, 2011; in the data active = response mostly above about 7.3%, no sharp cut-off; inactive = mostly below about 5.4%; also: actives read high; inactives centre near 0; some compounds called inactive have numbers as strong as hits; reference of the scale not given here
Arrestin-AP2 inh = inhibitors of beta-arrestin/AP2 binding, primary screen, biochemical, GPCR trafficking, flow cytometry; beta-arrestin 1 C-terminal peptide binding to AP2 beta2-adaptin appendage (human); FITC-arrestin peptide / GST-AP2 beads; AP2 beta2 appendage carries R879A mutation; inhibition, % at 10 µM; 0.31% of 340,000 active;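 active = inhibition above a set limit, near 3 SD of compounds lacking own fluorescence, cut at about 54% in these data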;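 also: plate controls were DMSO wells for no effect and 5 µM unlabelled arrestin peptide for full effect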
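Material – AP2 appendage R879A on GSH beads · Buffer or medium – PBS with 0.05% Tween 20 and 0.1% BSA · Probe or stimulus – fluorescein-tagged arrestin peptide at 50 nM final · Incubation – compound with beads 12 min RT, then probe 1 h RT · Detection – high-throughput flow cytometry of beads, ex 488, em 535 nm · Evaluation – percent response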
MOR-DOR inv ag = inverse agonists of MOR-DOR heterodimerization, primary screen, cell-based, luminescence. cell-based MOR-DOR heterodimer luminescence, inverse agonism. inhibition, % at 9.3 µM. 0.21% of 340,000 active. AID 504357, 2011; in the data active = inhibition above about 22%, passing the limit was not always enough;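 also: 0% = cells with DMSO and 100% = wells without cells with DMSO; values of inactives mirror those of a sister screen read the other way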
Target sequence (P35372 whole entry, looked up): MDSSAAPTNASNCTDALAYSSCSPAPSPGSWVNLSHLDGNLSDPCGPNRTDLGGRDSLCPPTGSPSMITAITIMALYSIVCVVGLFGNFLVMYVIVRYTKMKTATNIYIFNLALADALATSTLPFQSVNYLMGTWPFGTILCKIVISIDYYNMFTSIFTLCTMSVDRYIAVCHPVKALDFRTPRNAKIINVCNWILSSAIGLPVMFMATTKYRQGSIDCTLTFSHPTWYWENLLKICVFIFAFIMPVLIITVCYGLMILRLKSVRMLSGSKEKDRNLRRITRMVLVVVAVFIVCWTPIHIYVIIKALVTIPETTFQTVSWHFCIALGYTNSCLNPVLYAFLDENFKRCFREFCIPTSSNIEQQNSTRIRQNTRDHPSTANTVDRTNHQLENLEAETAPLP
Target sequence (P41143 whole entry, looked up): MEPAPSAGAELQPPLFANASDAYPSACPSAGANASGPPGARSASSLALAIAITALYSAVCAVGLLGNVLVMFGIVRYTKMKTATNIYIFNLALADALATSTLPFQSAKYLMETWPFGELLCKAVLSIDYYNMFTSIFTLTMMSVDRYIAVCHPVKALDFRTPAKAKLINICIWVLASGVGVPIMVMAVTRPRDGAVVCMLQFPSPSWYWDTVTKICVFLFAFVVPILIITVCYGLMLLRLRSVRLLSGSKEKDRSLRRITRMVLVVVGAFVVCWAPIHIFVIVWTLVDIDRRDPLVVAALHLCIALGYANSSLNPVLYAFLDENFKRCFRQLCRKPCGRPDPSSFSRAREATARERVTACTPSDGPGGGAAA
RTF Ca sens inh = cardiac RTF calcium sensitivity inhibitors, primary screen, biochemical, IANBD-TnC fluorescence, EC70 calcium; IANBD-labeled cardiac RTF, Ca2+ fluorescence; inhibition, % at 7.15 µM; 0.12% of 340,000 active; AID 493244, 2011;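 active = inhibition above the mean inhibition of all tested compounds plus 3 SD, cut at about 17% in these data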;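 also: assay run at fixed EC70 calcium of 1.6 mM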
cardiac RTF act = cardiac RTF calcium sensitivity activators, primary screen, biochemical, IANBD-TnC fluorescence, EC20 calcium. 0.24% of 340,000 active. activation, % at 7.2 µM. Troponin I, cardiac muscle (Homo sapiens) + Troponin T, cardiac muscle (Homo sapiens) + …. IANBD-labeled TnC RTF fluorescence at EC20 calcium; 0% EC20 calcium, 100% full calcium. AID 493008, 2010;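 active = activation above the mean over all tested compounds plus 3 SD, cut at about 30% in these data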;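 also: rise in fluorescence read as greater calcium sensitivity of cardiac thin filaments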
OPRM1-OPRD1 ag = agonists of OPRM1-OPRD1 heterodimerization, primary screen, cell-based, luminescence; activation, % at 9.3 µM; 0.3% of 340,000 active; cells; AID 504326, 2011; Mu-type opioid receptor (Homo sapiens) + Delta-type opioid receptor (Homo sapiens), …; in the data active = activation above about 18%;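 also: 0% = vehicle-treated cells and 100% = reference agonist; values of inactives mirror those of a sister screen read the other way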
Keap1-Nrf2 PPI = Keap1-Nrf2 protein-protein interaction inhibitors, primary screen, biochemical, fluorescence polarization, single point; Keap1 Kelch-Nrf2 peptide fluorescence polarization, 1536-well; inhibition, % at 9.4 µM; 0.15% of 340,000 active; AID 504523, 2011; in the data active = inhibition above about 12%;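 also: human Keap1 Kelch domain with fluorescein labeled Nrf2 9mer peptide probe; 0% = neutral control wells and 100% = peptide positive control; higher means more block of Keap1 binding to Nrf2 peptide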
Wnt bcat act = Wnt/beta-catenin pathway activators, primary screen, cell-based, plate reader, single point. activation, % at 9.35 µM. 1.2% of 300,000 active. Wnt/beta-catenin reporter cell assay, activator. AID 743398, 2014; in the data active = activation above about 30%, passing the limit was not always enough;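 also: 0% = neutral control wells and 100% = positive control wells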
* = called active by the depositor; x = no result given.

SMILES	DSG3 Ab inh	C-LANA FP	V-ATPase pH	Arrestin-AP2 inh	MOR-DOR inv ag	RTF Ca sens inh	cardiac RTF act	OPRM1-OPRD1 ag	Keap1-Nrf2 PPI	Wnt bcat act
Cc1nnc(NC(=O)c2ccc3c(c2)C(=O)N(CC2CCCO2)C3=O)s1 (centres undefined)	x	-0.6	-1.2	-14.0	8.5	-7.9	9.5	-1.9	2.1	2.7
Cc1cc(C)cc(Nc2ccc(C(=O)O)cc2N)c1	103.3	0.5	x	-4.7	4.4	-13.4	1.2	-0.7	-2.0	x
Cn1c(SCC(=O)N2CCN(c3ccccc3)CC2)nnc1-c1ccccc1	91.3	0.3	-1.2	-1.7	9.1	-2.6	-2.5	-1.6	-1.1	-0.7
Cc1cc(C)nc(SCCC(=O)Nc2ccccc2C)n1	104.7	-1.3	-1.4	24.2	7.9	-2.4	-4.4	-1.5	-3.6	-1.4
CCCN(Cc1cc2ccc(C)cc2[nH]c1=O)S(=O)(=O)c1ccccc1	109.5	-0.9	-4.4	-7.8	-7.2	-5.5	-3.0	1.3	-1.7	x
COc1ccccc1N1CCN(CC(=O)c2c(C)n(C)c3ccccc23)CC1	x	1.4	-1.2	3.8	5.2	6.0	-0.8	-0.8	-3.0	-8.7
CSc1cccc(-n2cc(-c3ccc4c(c3)OCO4)[nH]c2=O)c1	88.7	-0.3	-6.9	3.9	9.4	-3.1	1.0	-1.8	5.2	x
COC(=O)c1ccccc1NC(=O)C1CCCN(S(=O)(=O)c2ccccc2)C1 (centres undefined)	x	-2.0	-0.8	20.7	-4.1	-0.8	-4.2	0.8	1.2	x
O=C(Nc1ccc(N2CCOCC2)cc1N1CCOCC1)c1cccc([N+](=O)[O-])c1	103.8	-0.5	-0.4	-1.7	11.3	-3.5	1.4	-1.6	-2.6	1.3
COCCNC(=S)N/N=C(\C)c1cccc(C(F)(F)F)c1	93.0	0.4	0.0	5.3	13.7	-9.2	-0.8	-2.7	0.7	-1.0
COCNc1nc(OCC#N)nc(N(C)C)n1	95.0	1.2	-2.2	4.6	6.6	-3.9	1.1	-1.4	2.3	x
CCCc1nnc(SCC(=O)N2C(C)CCCC2C)n1CC (centres undefined)	100.7	-0.6	-1.5	21.3	6.7	4.2	-3.3	-1.3	-0.1	-0.8
COCCCNCCOc1ccccc1-c1ccccc1	96.1	-0.1	2.1	-4.4	10.1	-2.7	-0.3	-1.7	-1.1	0.5
Cc1cccc(-c2noc(Cc3ccc(Cl)cc3)n2)c1	x	-0.6	3.9	4.8	-1.6	0.6	-6.1	0.4	-5.8	-6.3
C#CCNC(=O)C1=C[C@@H](c2cn(C(C)=O)c3ccccc23)C[C@@H](OCc2ccc(CO)cc2)O1	108.8	-1.1	-2.7	4.0	1.7	0.8	-1.0	-0.3	-2.3	1.6
Cc1noc(NS(=O)(=O)c2ccc(NC(=O)CS(=O)(=O)c3ccccc3)cc2)c1C	102.2	0.2	0.6	6.6	2.2	-3.7	-0.1	-0.5	-2.1	x
CSc1nncn1/N=C/c1ccc([N+](=O)[O-])cc1	96.4	0.1	-2.3	-13.7	-16.0	-0.3	-0.5	2.9	-4.9	-0.1
Cc1ccc(OCCNC(=O)CNC(=O)c2ccc(C)cc2)cc1	106.2	0.0	-0.6	-0.2	3.2	-2.3	-3.9	-0.5	-2.2	1.3
CCCCC(=O)NC(c1cccc([N+](=O)[O-])c1)c1c(OC(C)=O)ccc2ccccc12 (centres undefined)	103.9	-1.1	-0.2	2.9	9.7	-1.0	-2.8	-1.7	-4.0	x
COC(=O)c1c(C)oc(C)c1S(=O)(=O)NC(c1ccccc1)c1ccccc1	x	-1.0	-4.9	33.9	16.1	-4.8	-0.5	-3.3	2.6	-0.9
CC(C)CN1C(=S)SC(C)(C)C1n1oc(=O)n(-c2ccccc2)c1=O (centres undefined)	84.5	-2.2	3.4	-9.1	-44.3	2.0	1.3	7.0	-3.1	-2.6
Cc1c([N+](=O)[O-])cc(C(=O)Nc2ccc(NC(=O)c3ccco3)cc2)cc1[N+](=O)[O-]	96.0*	-0.5	-1.2	4.9	-38.5	-6.8	5.6	7.2	0.7	0.8
COC(=O)Cn1cc(C(=O)OC)c2ccccc21	96.4	3.4	0.2	-7.2	9.4	-0.8	-4.8	-1.7	0.0	-1.0
O=C1NC(=Nc2ccccc2)SC1Cc1ccccc1 (centres undefined)	63.9	1.0	2.6	-11.8	x	x	x	x	0.0	x
CCn1c(SCC(=O)Nc2cccc(C(C)=O)c2)nnc1C(C)C	x	2.2	0.1	-3.3	11.8	6.9	-0.3	-2.0	-0.8	-1.0
Cc1cc(C)cc(OCC(=O)NNC(=O)c2cc3ccccc3oc2=O)c1	x	0.1	-2.9	26.3	3.9	1.6	4.8	-0.7	0.0	9.6
COc1ccc(OCC(=O)Nc2sc3c(c2C(=O)NCC2CCCO2)CCC3)cc1 (centres undefined)	100.2	0.1	0.0	-0.3	-1.5	-13.2	0.4	0.3	6.7	4.9
CCCCn1c(N)c(N(CC(C)C)C(=O)CN2C(=O)NC3(CCC(C(C)(C)CC)CC3)C2=O)c(=O)[nH]c1=O (centres undefined)	107.3	0.9	0.3	7.5	4.2	-2.0	-3.1	-1.1	-3.9	8.2
O=C(Nc1ccccc1C(F)(F)F)C1CC(=O)N(c2ccccc2F)C1 (centres undefined)	97.8	1.6	1.2	7.3	6.2	-18.5	1.7	-1.2	-0.4	x
COc1ccc(C(=O)N/C(=C\c2cc(OC)c(OC)cc2[N+](=O)[O-])C(=O)NCC(=O)O)cc1	101.9	1.7	6.0	-6.3	15.4	-7.5	1.7	-3.1	1.1	0.5
CC1CCCC(NC(=O)COC(=O)c2ccc([N+](=O)[O-])o2)C1C (centres undefined)	124.1	1.4	-0.1	36.3	11.1	1.1	-4.8	-2.1	-0.7	-5.9
Cc1ccc(OCCSc2ncccn2)c(C)c1	115.4	-1.1	-1.7	17.7	-8.9	-2.6	2.8	1.8	-1.6	11.4
CN(C(=O)c1ccc(=O)n(Cc2ccc(Cl)cc2)c1)c1ccccc1	104.0	1.2	-0.4	-4.0	9.5	-10.0	-0.3	-1.9	-0.8	-1.0
CSc1ccc(/C=C/C(=O)c2ccc(NC(=O)Cc3ccccc3)cc2)cc1	89.4	0.2	-1.8	-0.6	-11.7	-9.7	8.7	2.3	-3.9	x
CCc1ccc(C(=O)COC(=O)c2cnc(C)cn2)cc1	111.6	0.8	2.8	-7.2	2.2	-7.3	2.1	-0.4	2.1	5.1
CCCC(C(=O)Nc1ccc(C)c(S(=O)(=O)N2CCOCC2)c1)c1ccccc1 (centres undefined)	101.4	-0.3	-0.2	0.2	-9.0	-3.4	-8.0	1.7	-4.0	0.4
CCCOc1cccc(-c2nnc(NC(=O)c3ccco3)s2)c1	x	0.1	6.0	-8.1	7.7	-5.7	1.9	-1.5	0.1	4.5
CCC[C@@H]1Cc2ccccc2N1C(C)=O	95.6	0.5	-5.1	2.0	8.6	-23.8	0.1	-1.9	0.3	-1.2
CCN(CC)CCCNC(=O)c1cn(-c2cccc(OC)c2)c(=O)c2ccccc12	x	-2.3	-0.4	-3.5	19.6	-5.7	0.1	-4.3	-0.1	1.0
COCCN1C(=O)/C(=C/c2ccc(OCc3ccc(C(=O)O)cc3)c(OC)c2)SC1=Nc1ccccc1	100.5	1.5	4.2	53.1	-4.0	10.2	-1.4	0.9	-0.2	x
O=C(CN1CCCC1)Nc1cc(C(F)(F)F)ccc1Cl	94.3	0.7	-0.3	3.7	12.4	2.1	-3.1	-2.4	-2.8	-0.8
CSc1cc(C)[nH]c(=O)n1	103.6	1.9	3.1	17.5	-7.7	-0.6	-2.3	1.1	4.6	7.8
CCOCCCNC(=S)NNC(=O)CCn1nc(C)c(Br)c1C	99.6	1.5	4.9	-5.0	45.2*	-5.7	-2.4	-8.5	-3.1	-2.6
Cc1c([N+](=O)[O-])cc(C(=O)N2CCOCC2)cc1[N+](=O)[O-]	121.6	-1.7	0.9	-0.9	10.6	0.1	6.3	-2.0	-3.6	-1.4
COc1ccc(CNC(=O)CSc2nnc3nc(C)cc(C)n23)cc1OC	111.7	-0.8	5.0	-8.2	16.4	-8.1	-4.5	-3.3	-3.1	4.5
c1ccc(Cc2nnc(Sc3ccccc3)c3ccccc23)cc1	106.7	2.0	5.3	-1.0	-17.8	-1.1	-0.5	3.3	0.6	0.3
O=C(N1CCCC1)C12CC3CC(CC(Cl)(C3)C1)C2	100.7	1.1	3.3	-10.7	3.6	-9.2	-2.9	-0.8	5.6	1.5
CCc1nc2nc(C)c(NS(=O)(=O)c3ccc(C)c(C)c3)c(=O)n2[nH]1	106.1	3.0	-1.6	18.5	12.2	-1.5	-5.4	-2.3	3.1	-0.5
COC(=O)c1ccc(NC(=S)N2CCN(Cc3ccccc3)CC2)cc1	x	-0.7	0.8	1.3	-7.3	-5.4	1.6	1.4	-3.8	-4.1
Cc1cc(OCC(F)(F)C(F)(F)C(F)(F)C(F)F)nc(N)n1	95.6	0.1	-2.6	23.5	4.3	-4.7	1.9	-0.7	3.0	29.3
COc1ccc2oc(C(=O)N(C)Cc3ccc4c(c3)OCCO4)c(C)c2c1	103.3	-2.3	3.5	21.2	6.4	-6.0	-4.5	-1.2	-3.5	-0.4
Cc1cc(C)n2cc(CSc3nnnn3C)nc2n1	99.3	0.4	-1.1	-1.8	15.6	-8.1	0.7	-3.2	-0.2	x
O=C(O)c1cc2ncc(CCO)cn2n1	98.5	1.2	-2.4	-17.0	14.5	-0.9	-2.2	-2.8	3.7	3.8

In the list so far, these contain a CF3 group.
SMILES	DSG3 Ab inh	C-LANA FP	V-ATPase pH	Arrestin-AP2 inh	MOR-DOR inv ag	RTF Ca sens inh	cardiac RTF act	OPRM1-OPRD1 ag	Keap1-Nrf2 PPI	Wnt bcat act
COCCNC(=S)N/N=C(\C)c1cccc(C(F)(F)F)c1	93.0	0.4	0.0	5.3	13.7	-9.2	-0.8	-2.7	0.7	-1.0
O=C(Nc1ccccc1C(F)(F)F)C1CC(=O)N(c2ccccc2F)C1 (centres undefined)	97.8	1.6	1.2	7.3	6.2	-18.5	1.7	-1.2	-0.4	x
O=C(CN1CCCC1)Nc1cc(C(F)(F)F)ccc1Cl	94.3	0.7	-0.3	3.7	12.4	2.1	-3.1	-2.4	-2.8	-0.8

Random draw from the library; any-hit rate near 3.1%.
